USP1-UAF1 inh – inhibitors of human USP1/UAF1 deubiquitinase; recombinant USP1/UAF1, Ub-Rhodamine cleavage fluorescence; Potency, µM (series often up to 57.1 µM), inactives show top-dose activity change, negative = inhibition, hits mostly inhibitors; 0.23% of 390,000 active; note: potency is the fitted concentration of half-maximal effect; % is set by controls: 0 for no effect and ±100 for the full control effect; nearly all actives have a fitted effect of over 60% in size; inactives centre near -12
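Step one: compound is pinned into 1nM USP1/UAF1 in HEPES pH 7.8 buffer with TCEP. Step two: 15 min room-temperature incubation. Step three: Ub-Rho (150nM final) starts cleavage, tracked by fluorescence over six one-minute reads.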
RGS4 inh – blocks human RGS4-accelerated GTP hydrolysis; P49798; Transcreener GDP fluorescence polarization, RGS4-accelerated GTP hydrolysis; Potency, µM (titrated, usually from 114 µM), for the others: at the highest dose activity change, negative = inhibition, most hits filed as inhibitors; 0.039% of 390,000 active; AID 504845; note: potency is the fitted concentration of half-maximal effect; % is set by controls: 0 for no effect and ±100 for the full control effect; nearly all actives have a fitted effect of over 75% in size; some results filed as inactive show a strong effect at the top dose
Target sequence (P49798 whole entry, looked up): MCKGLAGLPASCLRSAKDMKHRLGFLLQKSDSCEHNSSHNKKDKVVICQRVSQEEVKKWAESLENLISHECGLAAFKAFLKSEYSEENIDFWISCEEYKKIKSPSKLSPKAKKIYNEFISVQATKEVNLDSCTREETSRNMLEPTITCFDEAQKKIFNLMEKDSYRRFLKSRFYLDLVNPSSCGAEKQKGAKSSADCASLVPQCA
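MLSMR compounds (23 nl, pin-transferred) preincubated 10 min at room temperature with a 500nM (2x) first reagent, then RGS4 at 900nM (2x) plus Transcreener GDP mix added; fluorescence polarization (620/688 nm) read before and after 90 min at 30 °C.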
mIDH1 inhibitor – blocks human mutant IDH1 R132H enzyme; IDH1-R132H enzyme, NADPH consumption, diaphorase/resazurin fluorescence; 0.093% of 390,000 active; O75874; Potency, µM (titrated, usually from 76.6 µM), without a hit: at the top dose activity change, negative = inhibition, actives largely listed as inhibitors; AID 602179; note: potency is the fitted concentration of half-maximal effect; % is set by controls: 0 for no effect and ±100 for the full control effect; nearly all actives have a fitted effect of over 65% in size
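IDH1-R132H (0.5 ug/mL dispensed) in pH 7.5 Tris buffer was preincubated 30 min with compound, then given a substrate mix of 0.016 mM NADPH and 2 mM alpha-KG for 80 min at room temperature; remaining NADPH was read by diaphorase/resazurin fluorescence.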
TrxR1 substrate – rat thioredoxin reductase 1 substrate activity; O89049; 0.01% of 390,000 active; Potency, µM (series often up to 114 µM), without a hit: at the highest dose activity change, negative = substrate turnover; AID 588456; purified TrxR1 substrate turnover, NADPH consumption readout; note: potency is the fitted concentration of half-maximal effect; % is set by controls: 0 for no effect and ±100 for the full control effect; nearly all actives have a fitted effect of over 50% in size
Target sequence (O89049 whole entry, looked up): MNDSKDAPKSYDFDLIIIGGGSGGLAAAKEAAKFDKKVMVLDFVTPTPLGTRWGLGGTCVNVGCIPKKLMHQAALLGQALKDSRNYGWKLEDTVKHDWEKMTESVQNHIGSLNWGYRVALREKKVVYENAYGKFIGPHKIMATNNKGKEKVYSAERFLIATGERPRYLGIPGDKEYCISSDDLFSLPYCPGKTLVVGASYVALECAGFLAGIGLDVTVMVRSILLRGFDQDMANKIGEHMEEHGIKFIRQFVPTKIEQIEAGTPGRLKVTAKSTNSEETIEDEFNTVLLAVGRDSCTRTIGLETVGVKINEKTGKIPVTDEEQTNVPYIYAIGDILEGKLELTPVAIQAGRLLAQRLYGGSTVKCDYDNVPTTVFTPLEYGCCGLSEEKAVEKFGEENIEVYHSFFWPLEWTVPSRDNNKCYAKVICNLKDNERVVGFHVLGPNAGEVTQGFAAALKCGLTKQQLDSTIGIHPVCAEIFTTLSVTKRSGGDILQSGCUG
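Rat TrxR1, dispensed at 90 nM, was prereduced with 400 uM NADPH (final) for 5 min at ~22 deg C, then incubated with compound 15 min before 400 uM selenite. A first-read NADPH fluorescence drop versus no-compound background flagged substrates.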
LDHA block – LDHA (human) enzyme inhibition; purified LDHA, NADH/diaphorase-resazurin fluorescence; hits give low values; 0.15% of 480,000 active; AID 1347041; activity change, % (values are at about 110 or 230 µM); in the data active = activity change below about -30%; inconclusive = mostly about -25% to -30%;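 note: plate controls were DMSO wells for no effect and wells without enzyme for full effect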
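LDH5 2 nM; NADH 0.06 mM, pyruvate 0.2 mM; 200 mM Tris pH 7.4, EDTA, Tween-20; 5 min RT. Detection: diaphorase 0.133 mg/mL + resazurin 37 µM, fluorescence ex540/em590 at 0 and 20 min; normalized to enzyme-free and DMSO wells.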
Vif-A3G inh – Vif-A3G binding inhibition; Q9HC16; HeLa A3G-eYFP + Vif (tagged APOBEC3G with the HIV-1 protein that degrades it), YFP fluorescence, overnight; Potency, µM (doses to about 46.1 µM), inactives show top-dose activity, negative = active, most hits filed as inhibitors; 0.076% of 410,000 active; AID 602310;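 note: potency is the fitted concentration of half-maximal effect; % is set by controls: 0 for no effect and ±100 for the full control effect; nearly all actives have a fitted effect of over 60% in size; hits raise eYFP signal because A3G escapes Vif-driven loss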
Target sequence (Q9HC16 whole entry, looked up): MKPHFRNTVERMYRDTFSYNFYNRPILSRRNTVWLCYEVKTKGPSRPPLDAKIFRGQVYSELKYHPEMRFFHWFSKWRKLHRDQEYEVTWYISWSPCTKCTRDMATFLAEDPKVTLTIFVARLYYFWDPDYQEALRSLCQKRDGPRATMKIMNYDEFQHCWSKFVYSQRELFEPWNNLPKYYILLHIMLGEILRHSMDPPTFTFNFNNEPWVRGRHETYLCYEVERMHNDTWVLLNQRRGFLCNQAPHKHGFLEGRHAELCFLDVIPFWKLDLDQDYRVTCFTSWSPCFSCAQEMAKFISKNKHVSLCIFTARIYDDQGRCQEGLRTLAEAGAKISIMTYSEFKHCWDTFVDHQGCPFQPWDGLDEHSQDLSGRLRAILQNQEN
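HeLa cells stably expressing Vif and C-terminally eYFP-tagged A3G, seeded overnight at 37 deg C, then exposed to compound by pintool overnight at 37 deg C. Rise in yellow fluorescence (Ex 488/Em 500-530, Acumen) marks blocked Vif-driven A3G degradation.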
GRP78 ERSR act – ER stress response induction in glioma. Potency, µM, for the others: at the highest dose activation, actives largely listed as activators. 0.02% of 420,000 active. U87-MG GRP78 promoter luciferase reporter, 16 h; note: potency is the fitted concentration of half-maximal effect; series mostly up to about 76 µM; % of control where 0% means no effect; nearly all actives have a fitted effect of over 35% in size
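Stably transfected U87-MG glioma cells carrying a GRP78-based luciferase sensor; 16 h compound incubation. Luminescence end-point read 10 min after Bright-Glo addition at room temperature.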
rTrxR1 inhibitor – rat TrxR1 inhibition; O89049; recombinant rTrxR1, NADPH fluorescence consumption, selenite substrate; Potency, µM (titrated, usually from 114 µM), for inactives: at the top dose activity change, negative = inhibition, hits mostly inhibitors; 1% of 390,000 active; note: potency is the fitted concentration of half-maximal effect; % is set by controls: 0 for no effect and ±100 for the full control effect; nearly all actives have a fitted effect of over 65% in size
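Rat TrxR1 (90 nM in the dispensed reagent) was pre-reduced with 400 uM NADPH for 5 min at room temperature, then incubated with compound for 15 min. After 400 uM selenite was added, NADPH fluorescence (Ex 340/Em 450 nm) was followed for 8 min.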
Vif-APOBEC3F blk – blocks the Vif interaction with APOBEC3F. HeLa A3F-eYFP + Vif (tagged APOBEC3F with the HIV-1 protein that degrades it), YFP fluorescence increase. Potency, µM (series often up to 46.1 µM), without a hit: at the highest dose activity, negative = active. 0.2% of 390,000 active. AID 602313; note: potency is the fitted concentration of half-maximal effect; % of control where 0% means no effect; nearly all actives have a fitted effect of over 65% in size
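HeLa cells stably expressing A3F-eYFP plus Vif, plated and incubated overnight at 37 deg C, then exposed to compounds overnight at 37 deg C. Blocked degradation read as raised yellow fluorescence (Ex 488/Em 500-530).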
* marks the source's active call; other numbers are inactive results; ? = inconclusive; / = not tested or not shown; & = joins results of further samples; [ ] = dose if it differs, or a comment. Unless noted, calls come from the whole dose curve; as a rule, active = well fitted curve in the direction sought with a large enough effect; inconclusive = small, poorly fitted or top-dose-only effect, or another doubt; inactive = no such curve, though single readings can be large; an effect the other way counts as inactive or inconclusive. These rows are one share of the data. The share of hits here may be higher or lower than overall.

entry | smiles | USP1-UAF1 inh | RGS4 inh | mIDH1 inhibitor | TrxR1 substrate | LDHA block | Vif-A3G inh | GRP78 ERSR act | rTrxR1 inhibitor | Vif-APOBEC3F blk
1 | CCCCCCn1c(N2CCC(C)CC2)nc2c1c(=O)[nH]c(=O)n2C | -18% | -7% | 2% | -14% | -1 | 0% | -1% | -11% | -12%
2 | COc1cccc(OCC(=O)Nc2ccccc2NC(C)=O)c1 | -23% | -8% | 1% | 2% | -6 | 4% | 0% | 10% | 0%
3 | O=C(CC1(O)C(=O)N(Cc2ccccc2)c2ccccc21)c1ccncc1 (stereo not given) | -2% | -34% | 22% | 1% | 2 | 3% | 0% | 3% | 0%
4 | O=C(c1ccccc1)n1c(=O)c(F)cn(COCCBr)c1=O | -22% | -1% | 3% | 9% | -3 | 3% | ? | 45µM* | -2%
5 | O=P(Cc1ccccc1O)(c1ccccc1)c1ccccc1 | -14% | 6% | 8% | -5% | -2 | -1% | -3% | -16% | -3%
6 | Cc1nnc(NC(=O)CSCc2cc(=O)c3ccccc3[nH]2)s1 | 1% | 5% | -5% | 1%[57.1 µM] | 0 | 3% | -5% | 0%[57.1 µM] | -11%
7 | CCc1cccc(NC(=O)CSc2ncc3c(n2)-c2ccccc2N(CC)S3(=O)=O)c1 | 10% | 26% | 15% | -1%[57.1 µM] | -6 | 1% | -4% | -5%[57.1 µM] | 2%
8 | O=C(CCc1nc2ccccc2n1-c1ccccc1)NCCO | -13% | -10% | 6% | 10%[57.1 µM] | -1 | 8% | -3% | -4%[57.1 µM] | 1%
9 | Cc1ccc(S(=O)(=O)NCC(C)n2cncn2)cc1C (stereo not given) | -14% | 2% | -6% | 2% | -18 | 1% | 2% | 24% | 5%
10 | Cc1cc(C)cc(N(CCC#N)C(=O)CSc2ncnc3sccc23)c1 | 3% | ? | 2% | -23% | 2 | 0% | -3% | -20% | -4%
11 | O=C(CN1C(=O)c2ccccc2C1=O)N1CCN(S(=O)(=O)c2ccccc2)CC1 | -9% | 12% | 12% | 7% | -2 | -6% | -2% | 43% | -2%
12 | COc1ccc(-n2c(CN3CCC(C)CC3)nc3ccc([N+](=O)[O-])cc3c2=O)c(OC)c1 | -24% | -40% | 2% | -12% | 2 | 2% | 0% | ? | 5%

Eight of the compounds above, with values under each structure.
Under each structure: USP1-UAF1 inh	RGS4 inh	mIDH1 inhibitor	TrxR1 substrate	LDHA block	Vif-A3G inh	GRP78 ERSR act	rTrxR1 inhibitor	Vif-APOBEC3F blk
[2] COc1cccc(OCC(=O)Nc2ccccc2NC(C)=O)c1
    -23%	-8%	1%	2%	-6	4%	0%	10%	0%
[3] O=C(CC1(O)C(=O)N(Cc2ccccc2)c2ccccc21)c1ccncc1 (stereo not given)
    -2%	-34%	22%	1%	2	3%	0%	3%	0%
[4] O=C(c1ccccc1)n1c(=O)c(F)cn(COCCBr)c1=O
    -22%	-1%	3%	9%	-3	3%	?	45µM*	-2%
[5] O=P(Cc1ccccc1O)(c1ccccc1)c1ccccc1
    -14%	6%	8%	-5%	-2	-1%	-3%	-16%	-3%
[6] Cc1nnc(NC(=O)CSCc2cc(=O)c3ccccc3[nH]2)s1
    1%	5%	-5%	1%[57.1 µM]	0	3%	-5%	0%[57.1 µM]	-11%
[7] CCc1cccc(NC(=O)CSc2ncc3c(n2)-c2ccccc2N(CC)S3(=O)=O)c1
    10%	26%	15%	-1%[57.1 µM]	-6	1%	-4%	-5%[57.1 µM]	2%
[8] O=C(CCc1nc2ccccc2n1-c1ccccc1)NCCO
    -13%	-10%	6%	10%[57.1 µM]	-1	8%	-3%	-4%[57.1 µM]	1%
[9] Cc1ccc(S(=O)(=O)NCC(C)n2cncn2)cc1C (stereo not given)
    -14%	2%	-6%	2%	-18	1%	2%	24%	5%

(continued)
entry | smiles | USP1-UAF1 inh | RGS4 inh | mIDH1 inhibitor | TrxR1 substrate | LDHA block | Vif-A3G inh | GRP78 ERSR act | rTrxR1 inhibitor | Vif-APOBEC3F blk
13 | COc1ccc(-c2cn3nc(N4CCCC(C(=O)Nc5ccc(C)c(C)c5)C4)sc3n2)cc1 (stereo not given) | -21% | -1% | -20% | -9% | -13 | 1% | -1% | 13% | 1%
14 | O=C(Nc1ccc(Cl)cc1C(=O)NCC1CCCO1)c1ccc(Cl)cc1Cl (stereo not given) | -3% | 12% | 3% | -7% | -8 | 0% | 1% | -5% | 2%
15 | CCSc1ncnc2c(C#N)c3n(c12)CCCCC3 | -3% | -3% | 1% | -15% | -6 | 1% | -1% | 10%[57.1 µM] | 3%
16 | Oc1ccccc1N1CCN(C(=S)Nc2ccc(SC(F)F)cc2)CC1 | -22% | 15% | 10% | 19%[57.1 µM] | -3 | 1% | -1% | 37%[activator][57.1 µM] | 7%
17 | O=C(O)c1ccc(N/N=C/C=C/c2ccccc2[N+](=O)[O-])cc1 | ? | -8% | 3% | -15% | -11 | -10% | 0% | -22% | 12%
18 | COc1ccc(C)cc1NC(=O)c1c([N+](=O)[O-])cnn1C | -9% | -11% | 0% | -9% | -6 | 2% | -5% | 10%[57.1 µM] | 1%
19 | C=CCOc1ccc(C(c2c(C)n(C)n(-c3ccccc3)c2=O)c2c(C)n(C)n(-c3ccccc3)c2=O)cc1 | -21% | -12% | -4% | 1% | 1 | -3% | -4% | -3% | 17%
20 | C[C@H](NC(N)=O)C(=O)Nc1ccc2c(c1)OCO2 | 0% | 10% | -8% | -2% | 3 | 0% | 2% | 3% | -24%
21 | O=C(O)CCSc1ccc2ccccc2n1 | -18%&-2% | -27%&-9% | 2%&-4% | 0%&-1% | 0&-8 | -2%&-4% | -10%&-2% | -4%&2% | -1%
22 | CCOC(=O)c1c(C)[nH]c(C)c1S(=O)(=O)N1CCCC(C(=O)N2CCN(c3cccc(C)c3C)CC2)C1 (stereo not given) | -22% | -19% | 21% | -8%[57.1 µM] | -16 | 7% | -4% | 5%[57.1 µM] | -2%
23 | CCOC(=O)CCc1c(C)nc2cc(-c3cc(OC)cc(OC)c3)[nH]n2c1=O | -21% | -5% | -3% | 6% | -3 | 0% | -2% | 10% | 0%
24 | COc1ccc(-c2ccc(N(C)C)cc2)cc1C1C2C=CCCC2(C)C(=O)N1Cc1ccccc1 (stereo not given) | / | -4% | / | 16% | / | 1% | -2% | -4% | /

(next part)
entry | smiles | USP1-UAF1 inh | RGS4 inh | mIDH1 inhibitor | TrxR1 substrate | LDHA block | Vif-A3G inh | GRP78 ERSR act | rTrxR1 inhibitor | Vif-APOBEC3F blk
25 | CC(CCN1C(N(C)C)=NC[C@@H]1C)c1ccccc1 (stereo not given in full) | -4% | -9% | 1% | -3% | 2 | 1% | -6% | -2%[57.1 µM] | 4%
26 | CCOc1ccc(NC(=O)c2cnc3sc(N4CCOCC4)nn3c2=O)cc1 | ? | -8% | 11% | -4%[57.1 µM] | -13 | 2% | -4% | 1%[57.1 µM] | 8%
27 | CCn1nnnc1SCC(=O)Nc1nc(-c2cccs2)cs1 | -4% | 23% | 3% | -1% | -14 | 1% | 1% | -1% | /
28 | Cc1ccc(C(C(=O)NCC2CCCO2)N(C(=O)c2snc(C(N)=O)c2N)c2ccccc2)o1 (stereo not given) | -18% | 7% | 7% | 20% | 0 | -2% | -3% | -4% | 11%
29 | O=C1N2CCSC2=NC1(NS(=O)(=O)c1ccccc1)C(F)(F)F (stereo not given) | -16% | 9% | 1% | -3% | -5 | 2% | -1% | -2% | -1%
30 | COCCCNC(=O)c1ccc(-n2nc(C(F)(F)F)cc2-c2cccs2)cc1 | -8% | 21% | 1% | -11% | -8 | 4% | -5% | -12% | 10%
31 | O=C(O)c1ccc(S(=O)(=O)c2ccc3c(c2)C(=O)N(NC(=O)c2cccnc2)C3=O)cc1 | -13% | -21% | 6% | 1% | -3 | 1% | 0% | 17% | 1%
32 | CCCCc1nc2cc(C(=O)N3CCNC(=O)C3CC(=O)OC)ccc2o1 (stereo not given) | -13% | 4% | 0% | -8% | -7 | 0% | -3% | -3% | -4%
33 | CCc1cc2c(SCC(=O)NC3CCCC3)ncnc2s1 | -23% | / | 7% | / | 0 | -4% | -2% | / | -3%
34 | O=C(NNC(=O)c1ccc(Cn2cccn2)o1)NC12CC3CC(CC(C3)C1)C2 | -11% | -4% | -4% | 9% | -4 | 1% | -1% | 29% | -6%
35 | CC(C)(C)OC(=O)N1CCC[C@H]1C(=O)OCC(=O)Nc1cc(S(C)(=O)=O)ccc1Cl | -9% | -13% | 9% | -1% | 2 | 1% | -5% | -4% | -3%
36 | c1ccc(N=NC2=NN(c3ccccc3)CS2)cc1 | -18% | / | 11% | / | 2 | 3% | 2% | / | 4µM*
37 | O=C(CN1CCCC1)Nc1ccc([N+](=O)[O-])cc1 | -25% | 12% | 22% | -7% | -4 | 1% | 1% | -1% | 8%

From PubChem BioAssay
